Assay outcomes as filed in PubChem.
All columns: NCI-60 one-dose screen, growth in % after 48 h at 10 µM unless noted; 100 = growth as untreated, 0 = no growth, -100 = all killed.
CAKI-1 – CAKI-1 renal cancer; 75,000 tested, 4.7% active
A498 – A498 renal cancer cells; 76,000 tested, 5.4% active; AID 1794774
ACHN – ACHN renal cancer; 81,000 tested, 4.9% active
OVCAR-5 – OVCAR-5 ovarian cancer; AID 1794783; 82,000 tested, 2.9% active
OVCAR-8 – OVCAR-8 ovarian cancer; AID 1794782; 81,000 tested, 4.4% active
TK-10 – TK-10 renal cancer cells; AID 1794769; 81,000 tested, 3.9% active
RXF 393 – RXF 393 renal cancer cells; 77,000 tested, 6.9% active; AID 1794773
OVCAR-3 – OVCAR-3 ovarian cancer; AID 1794787; 79,000 tested, 7% active
Active calls of the source: *; . = not tested or not shown; & = joins results of further samples. How the source made its calls: active means growth percent below 10; inactive means the rest.

SMILES	CAKI-1	A498	ACHN	OVCAR-5	OVCAR-8	TK-10	RXF 393	OVCAR-3
COc1ccc(/C=C\C(=O)OCC2CCCCC2)cc1	91	92	105	91	102	89	101	111
CCCCCCCSc1nnc(-c2c(C)nc3ccc(Br)cn23)o1	85	81	80	116	85	116	78	102
NNc1nncc2ccccc12	86&95	104&100	97&95	99&92	92&112	101	61&114	100&115
CCOC(=O)c1nnn(CC(N)=O)c1C	102	105	102	105	101	97	118	107
c1ccc2c3c([nH]c2c1)C(c1ccc2c(c1)OCO2)c1c([nH]c2ccccc12)C3c1ccc2c(c1)OCO2 (stereo not drawn)	99	.	100	101	105	93	109	92
CCCC(=O)Oc1cc(C)ccc1C(C)C	92	83	91	99	89	93	97	108
COc1ccc2c(c1)N(CC(C)CN(C)C)c1ccccc1S2 (stereo not drawn)	69	81	93	105	105	71	80	94
CCOC(=O)C1CN(C(C)(C)C)C(=O)C1=O (stereo not drawn)	96	97	101	104	104	96	107	108
O=c1cc(-c2cccc(F)c2)oc2ccccc12	99&92	80&116	108&101	110&110	114&105	145&119	115&125	108&112
COc1ccc(Cc2sc3nc(=O)c4cn(C)nc4n3c2C)cc1	93	101	116	116	104	98	130	106
O=C1NCCC12CCN(c1c(Cl)cncc1-c1ccc(O)cc1)CC2	90	85	70	84	89	87	88	104
CCOC(=O)c1sc(/N=C2\NC(=O)/C(=C/c3ccc(-n4ccnc4C)cc3)S2)nc1C	.	90	88	115	108	111	111	87
COc1ccc(/C=C2/SC(=S)NC2=O)cc1OCc1cn(-c2ccc(S(=O)(=O)Nc3nccs3)cc2)nn1	99	102	96	93	100	111	108	115
NNC(=O)CSc1nc2sc3c(c2c(=O)n1-c1ccccc1)CCCCC3	100	89	97	105	102	96	93	99
CCc1c(C(=O)N[C@@H](C(=O)OCc2ccccc2)C(C)O)[nH]c2ccc(Cl)cc12 (stereo partly drawn)	.	68	8.6*	69	59	34	84	29
COc1ccc2oc(=O)cc(CP(=O)(O)O)c2c1	96	84	101	95	99	103	93	94
C=CC(=O)Nc1ccc(Oc2nccc(Nc3nnc(-c4ccc(C)cc4)s3)n2)cc1	41	83	68	105	81	135	88	43
CCCCCCCCCCCCNP(=S)(NCCCCCCCCCCCC)NCCCCCCCCCCCC	102	106	108	107	105	97	109	113
CCOC(=O)c1ccc2nc(-c3c(C)nn(-c4ccccc4)c3N3CCCCC3)[nH]c2c1	78	78	97	105	92	.	102	92
ONC(=NCc1ccccc1)c1ccccc1	97	.	103	103	100	104	106	104
CCOC(=O)c1nn(-c2ccccc2)c2nc3nccc(-c4cc5c(ccc6ccccc65)oc4=O)c3c(=O)n12	.	93	.	120	80	100	94	101
CC(OC(=O)Nc1cccc(Cl)c1)C(=O)OCCCl (stereo not drawn)	86	121	99	103	102	104	129	96
Cc1ccn(C(N)=O)n1	95&96	.	111&102	100&101	92&102	102&92	109&104	113&115
Cc1cn(-c2cccc(C(=O)Nc3cccc(-n4ccc5c(N)ncnc54)c3)c2)cn1	55	97	55	99	46	.	83	71
Cc1ccc(NC2(C(N)=O)CCCC2)cc1	91&92	101	101&95	92&94	106&101	102&98	119&111	124&113
NC(=S)Nc1ccc2c(c1)Cc1ccccc1-2	92	110	92	101	84	121	102	98
COC(=O)/C=C/c1ccccc1[N+](=O)[O-]	110	105	102	104	105	114	108	111
CCOC(=O)C(CCC(C)C)C(=O)OCC	100	91	101	107	96	87	110	109
O=C(NN1C(=O)CCC1=O)c1ccc(Nc2ncnc3c2cnn3-c2cccc(Br)c2)cc1	94	84	102	106	99	129	109	119
O=c1c2cc(F)cc(F)c2sc2c(NCc3ccccc3)nc3ccccc3c12	73	64	99	91	101	108	98	114
N=c1c2c(=N)n3c(nc2nc2sc4cc(Cl)ccc4n12)sc1cc(Cl)c(Cl)cc13	95	109	113	127	98	137	.	116
O=c1cc(-c2nc(-c3ccccc3)c(-c3ccccc3)n2-c2ccccc2)c2ccc3ccccc3c2o1	.	88	80	95	101	91	98	95
O=C1CCC(C(=O)N(Nc2ccccc2)c2ccccc2)N1 (stereo not drawn)	89	106	100	94	106	95	108	103
Oc1ccccc1O	94	88	92	106	86	81	94	92
CCCCCCNC(=O)N1C(=O)CCC1C(=O)NCc1ccc(Cl)cc1Cl (stereo not drawn)	95	74	99	101	104	96	110	105
[Cl-].[Rh+3].c1ccc(-c2ccnc3c2ccc2c(-c4ccccc4)ccnc23)cc1.c1ccc(-c2ccnc3c2ccc2c(-c4ccccc4)ccnc23)cc1.c1ccc(-c2ccnc3c2ccc2c(-c4ccccc4)ccnc23)cc1	86	.	94	-2.8*	.	107	22	70
O=C(CCCCCCN1CC(=O)N2[C@@H](C3CC3)c3[nH]c4ccccc4c3C[C@H]2C1=O)NO	69	99	68	72	38	79	77	.
CC1=NN(c2nc(-c3ccccc3)c(C#N)c(=O)n2C)C(=O)C1N=Nc1c(C)n(C)n(-c2ccccc2)c1=O (stereo not drawn)	103	111	87	100	103	113	100	103
CC1=C(c2cc(-c3ccc(Cl)cc3)c(C#N)c(N)n2)C(c2ccccc2)NC(=S)N1 (stereo not drawn)	72	137	20	93	5.7*	114	.	17
CC(=O)N/C(=C1/OCCN1Cc1ccccc1)[P+](c1ccccc1)(c1ccccc1)c1ccccc1	101	115	110	95	103	108	.	77
O=S(=O)(O)c1cccc2c(S(=O)(=O)O)cccc12	85	83	101	96	108	.	111	124
COc1cc2c(cc1OC)C1CCc3cc4c(cc3C1N=C2)OCO4 (stereo not drawn)	66	.	93	83	89	83	101	105
O=Nc1c(-c2c(O)[nH]c3ccc([N+](=O)[O-])cc23)[nH]c2ccc(O)cc12	-14*	-25*	-26*	110	7.7*	50	.	4.3*
NC(N)=N/N=C/c1ccccc1	87	98	106	93	100	94	101	100
Cc1ccc(Nc2nc(N)c3ccccc3n2)cc1Cl	40	72	64	76	58	82	80	64

5 entries from above, sorted by length of the SMILES, low to high.
SMILES	CAKI-1	A498	ACHN	OVCAR-5	OVCAR-8	TK-10	RXF 393	OVCAR-3
Oc1ccccc1O	94	88	92	106	86	81	94	92
Cc1ccc(Nc2nc(N)c3ccccc3n2)cc1Cl	40	72	64	76	58	82	80	64
CCCCCCNC(=O)N1C(=O)CCC1C(=O)NCc1ccc(Cl)cc1Cl (stereo not drawn)	95	74	99	101	104	96	110	105
O=Nc1c(-c2c(O)[nH]c3ccc([N+](=O)[O-])cc23)[nH]c2ccc(O)cc12	-14*	-25*	-26*	110	7.7*	50	.	4.3*
O=C(CCCCCCN1CC(=O)N2[C@@H](C3CC3)c3[nH]c4ccccc4c3C[C@H]2C1=O)NO	69	99	68	72	38	79	77	.

Following part:
SMILES	CAKI-1	A498	ACHN	OVCAR-5	OVCAR-8	TK-10	RXF 393	OVCAR-3
Cc1ccc(O)c(C(=O)O)c1	.	100	106	108	112	73	121	107
N#Cc1c(-c2cccs2)cc(-c2cnccn2)nc1SCC(=O)Nc1ccc(Br)cc1	64	6.2*	64	87	95	83	19	96
CCn1c(Sc2nnc(N)s2)nc2c1c(=O)n(C)c(=O)n2C	95	.	102	97	108	107	105	108
COc1ccc(/C=N/NC(=O)c2ccc(C)nc2)cc1	87	86	105	102	.	82	112	103
N#Cc1cn[nH]c1N	91	117	102	114	106	101	134	114
O=C1/C(=C/c2ccc([N+](=O)[O-])s2)Oc2ccc(Cl)cc21	-30*	9.6*	-71*	-81*	1.3*	-33*	-64*	-69*
Fc1ccccc1CNc1nc(SCCN2CCOCC2)nc2c1cnn2CC(Cl)c1ccc(Br)cc1 (stereo not drawn)	27	54	25	71	44	59	-14*	67
COc1cc(-c2ccc3ncnc(NC(C)c4ccccc4)c3c2)cnc1OC (stereo not drawn)	16	-15*	21	43	55	.	26	25
COc1cc(C(=O)N/N=C/c2cc3cc(OCc4ccccc4)ccc3nc2OC)cc(OC)c1OC	98	96	95	87	68	72	80	99
CCCCCCCCN(CCCCCCCC)CCCCCCCCCN1CCCc2ccccc21	99	93	98	98	98	118	.	.
Cc1cc(O)c(C2=NN(c3ccc(S(N)(=O)=O)cc3)C(c3ccccc3O)C2)cc1Cl (stereo not drawn)	-14*	21	7.5*	-15*	4.0*	41	-10*	-46*
CCCC(=O)Nc1ccc(Nc2ncccc2C(=O)OCC)cc1	94	89	109	95	102	87	106	.
C/C(=C(/C)c1ccc(O)cc1)c1ccc(O)cc1	66	93	67	102	88	94	87	100
CC/C(=C(\c1ccc(OCCN2CCCCCC2)cc1)c1ccc(OC(=O)c2ccccc2)cc1)c1ccc(OC)cc1	89	80	96	82	94	95	93	93
CC(C)n1nc(C#Cc2cccc(NC(=O)c3cccc(C(F)(F)F)c3)c2)c2c(N)ncnc21	-41*	-81*	-32*	-27*	-13*	-57*	-77*	1.4*
C=CN(C(=O)N1CCN(c2cc3c(cc2F)c(=O)c(C(=O)O)cn3C2CC2)CC1)c1nc(-c2ccc(C)cc2)cs1	21	-4.1*	28	38	14	42	6.7*	5.6*
COc1ccc(/C=C/c2nc3ccc(NC(C)=O)cc3s2)cc1	89	100	96	105	97	99	.	103
CS(=O)/C(C#N)=C\C=C\c1cccc(Cl)c1 (stereo not drawn)	21	12	3.2*	34	26	35	49	11
OC(CN(Cc1ccccc1)CC(O)c1ccccc1)c1ccccc1 (stereo not drawn)	.	99	98	90	104	112	98	104
NC(=O)c1ncc(Cl)cc1Cl	101	83	105	108	103	102	.	104
Cc1nc2cc(NCc3cn(-c4ccc(F)c(Cl)c4)nn3)ccc2c(=O)n1-c1ccccc1	.	.	103	96	95	105	110	103
Nc1ncnc2[nH]ncc12	-9.3*	8.8*	8.3*	21	6.3*	1.2*	15	-22*
O=c1c2ccccc2nc(COc2ccccc2)n1NCc1ccccc1	42	87	84	104	84	93	78	99
COC(CCNS(=O)(=O)c1ccc(C)cc1)CC(C)c1ccc2ccccc2c1 (stereo not drawn)	88	95	101	103	98	107	116	111
COc1cc(/C=N/c2oc(-c3ccccc3)c(-c3ccccc3)c2C#N)cc(CN2CCN(C)CC2)c1O	91	70	100	98	102	107	102	108
O=C(Oc1ccc(-c2ccc([N+](=O)[O-])cc2)cc1)c1ccccc1	.	88	92	86	97	117	113	105

In the list so far, four have bromine:
SMILES	CAKI-1	A498	ACHN	OVCAR-5	OVCAR-8	TK-10	RXF 393	OVCAR-3
CCCCCCCSc1nnc(-c2c(C)nc3ccc(Br)cn23)o1	85	81	80	116	85	116	78	102
O=C(NN1C(=O)CCC1=O)c1ccc(Nc2ncnc3c2cnn3-c2cccc(Br)c2)cc1	94	84	102	106	99	129	109	119
N#Cc1c(-c2cccs2)cc(-c2cnccn2)nc1SCC(=O)Nc1ccc(Br)cc1	64	6.2*	64	87	95	83	19	96
Fc1ccccc1CNc1nc(SCCN2CCOCC2)nc2c1cnn2CC(Cl)c1ccc(Br)cc1 (stereo not drawn)	27	54	25	71	44	59	-14*	67

The list is partial; the hit share may differ from the screen's.
